NPYLR7 agonist: activates Aedes aegypti NPYLR7 receptor; HEK293T NPYLR7/Galpha15, GCaMP6s calcium fluorescence; activation, % at 10 µM; 0.15% of 270,000 active; in the data active means activation above about 40%;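 further: 0% = vehicle and 100% = reference agonist at the receptor; some compounds past the cut are filed as inactive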
mcGAS lum: blocks mouse cGAS activity; Q8C6L5; recombinant cGAS, Kinase-Glo ATP depletion luminescence; inhibition, % at 12.5 µM; 0.15% of 160,000 active; AID 1259399;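 further: 0% = negative control wells and 100% = reference inhibitor with no enzyme activity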
hcGAS lum: blocks human cGAS activity. Q8N884. recombinant h-cGAS, ATP depletion, Kinase-Glo luminescence. inhibition, % at 12.5 µM. 0.081% of 290,000 active;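 further: 0% = vehicle reaction and 100% = reaction without DNA for no activity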
Target sequence (Q8N884 whole entry, looked up): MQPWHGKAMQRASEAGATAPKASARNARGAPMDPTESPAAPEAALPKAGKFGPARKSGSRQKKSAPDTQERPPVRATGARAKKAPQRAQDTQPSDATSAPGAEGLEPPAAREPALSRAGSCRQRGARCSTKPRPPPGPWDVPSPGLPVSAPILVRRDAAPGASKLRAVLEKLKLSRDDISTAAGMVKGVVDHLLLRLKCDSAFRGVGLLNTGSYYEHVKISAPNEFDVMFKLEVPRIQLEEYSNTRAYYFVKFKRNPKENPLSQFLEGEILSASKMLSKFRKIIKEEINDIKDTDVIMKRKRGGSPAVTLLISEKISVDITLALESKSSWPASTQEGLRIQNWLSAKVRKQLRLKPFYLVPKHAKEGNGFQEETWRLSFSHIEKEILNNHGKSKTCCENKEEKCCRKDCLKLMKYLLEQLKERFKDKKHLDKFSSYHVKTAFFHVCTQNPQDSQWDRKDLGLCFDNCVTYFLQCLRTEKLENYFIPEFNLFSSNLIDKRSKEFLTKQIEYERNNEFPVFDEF
Starred values were filed as active, the others as inactive; x = no result given; & = joins results of further samples. Unless noted, no stated cut-off is given here; in the data, active means inhibition above about 40%; inactive means the rest.

CCCCN(C)S(=O)(=O)N1CCC(OC2CCC(C)CC2)CC1 (configuration not stated)
- NPYLR7 agonist: -4
- mcGAS lum: x
- hcGAS lum: -2

CC(C[N+](C)(C)C)OC(N)=O (configuration not stated)
- NPYLR7 agonist: 0&13&-2&-6&0&6
- mcGAS lum: -3
- hcGAS lum: 3&-10&-5&-4&1&-1

COc1ccc2c(c1)C1(CC(=O)N(CC(=O)N(C)C)C1=O)C(=O)N2CCOc1cccc2c1OCCO2 (configuration not stated)
- NPYLR7 agonist: -10
- mcGAS lum: -7
- hcGAS lum: 3

Cc1ccc(CC2CCCN(C(=O)CNC(=O)C3CC3)C2)cc1 (configuration not stated)
- NPYLR7 agonist: 3
- mcGAS lum: x
- hcGAS lum: -4

CC(C)Oc1cc(N(C)CC(C)N2CCOCC2)nc(N)n1 (configuration not stated)
- NPYLR7 agonist: 1
- mcGAS lum: x
- hcGAS lum: 0

O=C(O)c1ccccc1S
- NPYLR7 agonist: -15
- mcGAS lum: x
- hcGAS lum: -4

CCCCCCc1ccc(C(=O)N(CCCC)CC(=O)Nc2cc(C(C)(C)C)nn2C)cc1
- NPYLR7 agonist: -1
- mcGAS lum: -4
- hcGAS lum: 0

Cc1ccc(C2(O)CCN(C(=O)c3ccc4nc[nH]c4c3)CC2)nc1
- NPYLR7 agonist: 3
- mcGAS lum: -15
- hcGAS lum: -3

Cc1cccc(NC(=O)CNC(=O)c2cncn2-c2ccc(F)cc2)c1C
- NPYLR7 agonist: 3
- mcGAS lum: x
- hcGAS lum: -7

Cc1cc2nnc(C(=O)N3CCC4(CC3)C(=O)NCN4c3ccccc3)c(C)n2n1
- NPYLR7 agonist: -4
- mcGAS lum: x
- hcGAS lum: -4

COC(=O)CCCCC(=O)Nc1ccc2[nH]cc(CCN3CCN(c4cccc(C(F)(F)F)c4)CC3)c2c1
- NPYLR7 agonist: 2
- mcGAS lum: -8
- hcGAS lum: -9

COc1ccc(CN2CCCn3cccc3C2c2cccc(O)c2)cc1 (configuration not stated)
- NPYLR7 agonist: 3
- mcGAS lum: -2
- hcGAS lum: -3

Cc1ccc(Cl)c2sc(NCCN(C)C)nc12
- NPYLR7 agonist: 12
- mcGAS lum: x
- hcGAS lum: -6

O=c1/c(=C/c2ccccc2)sc2nc(-c3ccncc3)nn12
- NPYLR7 agonist: -6
- mcGAS lum: -9
- hcGAS lum: -4

CNc1sc(S(C)(=O)=O)nc1S(=O)(=O)c1ccc(Cl)cc1
- NPYLR7 agonist: -5
- mcGAS lum: 0
- hcGAS lum: 0

COc1ccc(C(=O)Nc2ccc(Nc3ccc(-n4ccc(C)n4)nn3)cc2)cc1OC
- NPYLR7 agonist: -6
- mcGAS lum: -8
- hcGAS lum: -5

CCc1nc2ccc(C(=O)N(C)Cc3ccco3)cn2c1N(C)Cc1ccc(Cl)cc1
- NPYLR7 agonist: -2
- mcGAS lum: 0
- hcGAS lum: -2

CSc1ccc(C(=O)N2CC(=O)N(C3CCCCC3)CC(OCc3ccccn3)C2)cc1 (configuration not stated)
- NPYLR7 agonist: 8
- mcGAS lum: -14
- hcGAS lum: 0

O=C(Cc1cccs1)N1CCN(c2cc(Oc3ccc(F)cc3Cl)ncn2)CC1
- NPYLR7 agonist: 11
- mcGAS lum: -5
- hcGAS lum: -4

O=C(Nc1ccccc1C(=O)OC1CCCCNC1=O)c1ccco1 (configuration not stated)
- NPYLR7 agonist: 1
- mcGAS lum: x
- hcGAS lum: -2

CCS(=O)(=O)c1ccc2oc(=S)n(CN3CCC(C)CC3)c2c1
- NPYLR7 agonist: 1
- mcGAS lum: x
- hcGAS lum: -8

CCCCCCn1c(N(C)Cc2ccccc2)nc2c1c(=O)[nH]c(=O)n2C
- NPYLR7 agonist: 5
- mcGAS lum: x
- hcGAS lum: -9

O=C(c1ccco1)N(Cc1cccc(Cl)c1)CC1CC(c2ccccc2F)=NO1 (configuration not stated)
- NPYLR7 agonist: -2
- mcGAS lum: 6
- hcGAS lum: -2

Cc1c(C(=O)NCc2ccc3c(c2)OCO3)cnn1-c1ncc2c(n1)-c1ccccc1CCC2
- NPYLR7 agonist: 3
- mcGAS lum: -2
- hcGAS lum: -4

O=C(Nc1ccccc1)Nc1ccc(Nc2cc(-n3cccn3)ncn2)cc1
- NPYLR7 agonist: -9
- mcGAS lum: -7
- hcGAS lum: -3

CCOC(=O)C1(Cc2ccc(OC)cc2)CCN(C(=O)COc2ccccc2OC)CC1
- NPYLR7 agonist: 1
- mcGAS lum: x
- hcGAS lum: -10

CSc1ccc(C(=O)Nc2nnc(-c3cc(C)nn3C)o2)cc1
- NPYLR7 agonist: -2
- mcGAS lum: -8
- hcGAS lum: -5

Cc1cc(NC(=O)c2cc3ccccc3o2)n(C(C)C)n1
- NPYLR7 agonist: x
- mcGAS lum: -9
- hcGAS lum: -9

Nc1nc(N2CCCc3ccccc32)ncc1[N+](=O)[O-]
- NPYLR7 agonist: -1
- mcGAS lum: x
- hcGAS lum: -11

CC(=O)Oc1c(C)cccc1C(=O)O
- NPYLR7 agonist: 14
- mcGAS lum: 5
- hcGAS lum: 10

Cc1ccc(OCCNc2ncnc3cc(F)ccc23)cc1
- NPYLR7 agonist: 13
- mcGAS lum: -8
- hcGAS lum: -7

COc1cn(CC(=O)N2CCCc3ccccc32)c(CSc2nnnn2C)cc1=O
- NPYLR7 agonist: -4
- mcGAS lum: -8
- hcGAS lum: -8

Cc1ccc2nc(NC3CC(C)(C)NC(C)(C)C3)cc(=O)n2c1
- NPYLR7 agonist: -4
- mcGAS lum: x
- hcGAS lum: -13

Cc1ccc(-c2nccn2CCS(=O)(=O)c2ccc(F)cc2)cc1
- NPYLR7 agonist: 13
- mcGAS lum: x
- hcGAS lum: -7

COc1ccc(C(=O)N2CC(=O)N(Cc3ccccc3)CC(OCc3ccccn3)C2)c(OC)n1 (configuration not stated)
- NPYLR7 agonist: 18
- mcGAS lum: -7
- hcGAS lum: -19

COc1nn(C)cc1C(=O)NCCc1ccccc1
- NPYLR7 agonist: 1
- mcGAS lum: x
- hcGAS lum: -4

COc1ccc2cc(C3CN(CCC(=O)N4CCCC4)CCO3)ccc2c1 (configuration not stated)
- NPYLR7 agonist: -1
- mcGAS lum: -10
- hcGAS lum: -5

CCCCc1nn2c(N)c(C=C3C=CC(=O)C(OCC)=C3)c(=O)nc2s1
- NPYLR7 agonist: 39
- mcGAS lum: x
- hcGAS lum: -2

CCN(CC(=O)N(C)C)C(=O)c1cccc(CSc2nccn2C)c1
- NPYLR7 agonist: 2
- mcGAS lum: x
- hcGAS lum: -6

O=S(=O)(NCCc1nnc2ccc(SCc3cccc4ccccc34)nn12)c1ccccc1
- NPYLR7 agonist: 6
- mcGAS lum: -7
- hcGAS lum: -4

CC(C)(C)CC(=O)N1CCN(c2ccc(S(C)(=O)=O)cc2[N+](=O)[O-])CC1
- NPYLR7 agonist: -7
- mcGAS lum: x
- hcGAS lum: 0

CC(=O)NCCC1CCCCN1C(=O)Nc1ccccc1-c1ccccc1 (configuration not stated)
- NPYLR7 agonist: 8
- mcGAS lum: x
- hcGAS lum: -1

COCC(=O)Nc1cccc(C2SCC(=O)N2c2ccc(C)c(C)c2)c1 (configuration not stated)
- NPYLR7 agonist: x
- mcGAS lum: -4
- hcGAS lum: -6

CC(C)CN(CCc1nc(-c2ccc3c(c2)OCO3)no1)CC(O)CN1CCOCC1 (configuration not stated)
- NPYLR7 agonist: 11
- mcGAS lum: -5
- hcGAS lum: -11

CNC(=O)c1ccc(SC)c([N+](=O)[O-])c1
- NPYLR7 agonist: 4
- mcGAS lum: x
- hcGAS lum: -7

Entries of single compounds from above. Order of values: NPYLR7 agonist, mcGAS lum, hcGAS lum
CNC(=O)c1ccc(SC)c([N+](=O)[O-])c1 is listed with 4, x, -7
COc1nn(C)cc1C(=O)NCCc1ccccc1 is listed with 1, x, -4

The results go on.
CC(C)CCNC(=O)COC(=O)c1cc2c(s1)-c1ccccc1OC2
- NPYLR7 agonist: 10
- mcGAS lum: x
- hcGAS lum: -7

COc1ncccc1-c1cc2nc(NCCNC(C)=O)n(C)c(=O)c2s1
- NPYLR7 agonist: 1
- mcGAS lum: x
- hcGAS lum: -3

Cc1ccc(C)c(NC(=O)Cn2c3ccccc3c(=O)c3ccccc32)c1
- NPYLR7 agonist: -1
- mcGAS lum: x
- hcGAS lum: -2

CC(O)CNC(c1nc(-c2ccc(Br)cc2)no1)C(C)C (configuration not stated)
- NPYLR7 agonist: 16
- mcGAS lum: -4
- hcGAS lum: -5

O=C(CC1C(=O)NCCN1Cc1ccccc1)NCc1scnc1-c1ccccc1 (configuration not stated)
- NPYLR7 agonist: 6
- mcGAS lum: x
- hcGAS lum: -5

Cc1cccc(CC(=O)NCCn2ncccc2=O)c1
- NPYLR7 agonist: 5
- mcGAS lum: x
- hcGAS lum: -8

NC(=O)CN1CCNCC1
- NPYLR7 agonist: 2
- mcGAS lum: -6
- hcGAS lum: -13

CCCCN(CC(=O)N(Cc1ccco1)Cc1cccn1C)C(=O)Nc1cccc(C)c1
- NPYLR7 agonist: 5
- mcGAS lum: -5
- hcGAS lum: -10

A second format for part of the listing above:
Structure	NPYLR7 agonist	mcGAS lum	hcGAS lum
CCCCN(C)S(=O)(=O)N1CCC(OC2CCC(C)CC2)CC1 (configuration not stated)	-4	x	-2
CC(C[N+](C)(C)C)OC(N)=O (configuration not stated)	0&13&-2&-6&0&6	-3	3&-10&-5&-4&1&-1
COc1ccc2c(c1)C1(CC(=O)N(CC(=O)N(C)C)C1=O)C(=O)N2CCOc1cccc2c1OCCO2 (configuration not stated)	-10	-7	3
Cc1ccc(CC2CCCN(C(=O)CNC(=O)C3CC3)C2)cc1 (configuration not stated)	3	x	-4
CC(C)Oc1cc(N(C)CC(C)N2CCOCC2)nc(N)n1 (configuration not stated)	1	x	0
O=C(O)c1ccccc1S	-15	x	-4
CCCCCCc1ccc(C(=O)N(CCCC)CC(=O)Nc2cc(C(C)(C)C)nn2C)cc1	-1	-4	0
Cc1ccc(C2(O)CCN(C(=O)c3ccc4nc[nH]c4c3)CC2)nc1	3	-15	-3
Cc1cccc(NC(=O)CNC(=O)c2cncn2-c2ccc(F)cc2)c1C	3	x	-7
Cc1cc2nnc(C(=O)N3CCC4(CC3)C(=O)NCN4c3ccccc3)c(C)n2n1	-4	x	-4
COC(=O)CCCCC(=O)Nc1ccc2[nH]cc(CCN3CCN(c4cccc(C(F)(F)F)c4)CC3)c2c1	2	-8	-9
COc1ccc(CN2CCCn3cccc3C2c2cccc(O)c2)cc1 (configuration not stated)	3	-2	-3
Cc1ccc(Cl)c2sc(NCCN(C)C)nc12	12	x	-6
O=c1/c(=C/c2ccccc2)sc2nc(-c3ccncc3)nn12	-6	-9	-4

Assay outcomes (PubChem BioAssay)
